Assay outcomes deposited in PubChem BioAssay by NMMLSC.
RGS4-Gao reg – modulates binding of RGS4 to human Galphao; P09471; Multiplexed bead flow cytometry; actives lie on both sides; binding response (% of control), % at 10 µM; actives 0.33% (n = 220,000); AID 1415; in the data active = binding response below about 49% or above about 150%; inactive = in between;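 also: fluorescent Galphao activated with aluminum fluoride binding bead-coupled RGS4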
Target sequence (P09471 whole entry, looked up): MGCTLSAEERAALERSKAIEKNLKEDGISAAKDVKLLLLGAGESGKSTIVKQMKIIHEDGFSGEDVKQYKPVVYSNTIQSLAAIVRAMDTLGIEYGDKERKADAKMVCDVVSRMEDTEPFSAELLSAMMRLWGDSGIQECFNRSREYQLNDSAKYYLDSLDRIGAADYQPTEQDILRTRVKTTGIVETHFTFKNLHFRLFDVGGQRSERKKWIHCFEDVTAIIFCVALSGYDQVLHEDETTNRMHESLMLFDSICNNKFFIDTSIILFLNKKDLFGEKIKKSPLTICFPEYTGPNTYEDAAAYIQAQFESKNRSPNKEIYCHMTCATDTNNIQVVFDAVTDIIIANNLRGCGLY
Bcl-B Bim block – human Bim-Bcl-B interaction inhibition; Q9HD36; bead-based flow cytometry, Bim peptide-Bcl-B binding; inhibition, % at 10 µM; actives 0.073% (n = 190,000);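 also: 0% = tracer peptide without compound and 100% = reference inhibitor peptide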
RGS7-Gao – modulates binding of RGS7 to human Galphao. P09471. Multiplexed bead flow cytometry; actives lie on both sides. binding response (% of control), % at 10 µM. actives 0.35% (n = 220,000). AID 1439; in the data active = binding response below about 49% or above about 150%; inconclusive = no clear call, values can overlap the other calls; inactive = in between;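 also: fluorescent Galphao held in activated GDP-AlF4 state binding bead-coupled RGS7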
ABCG2 block – blocks JC-1 efflux by human ABCG2 transporter. IgMXP3 cells, flow cytometry. inhibition, % at 6.6 µM. actives 0.1% (n = 190,000);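 active = inhibition above 80%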;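 also: 0% = DMSO and 100% = nicardipine control wells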
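material = IgMXP3 (ABCG2) plus far-red-tagged CCRF-Adr (ABCB1) cells | amount = 3 million cells/mL, equal mix of both lines | also added = JC-1 transporter substrate | dosing = one concentration, 6.6 µM final | schedule = 10 min at 25 °C | measured by = flow cytometric JC-1 green MFI at 530 nm | read-out basis = percent efflux inhibition, scaled nicardipine 100% to DMSO 0%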
Bim-Bcl-XL – disrupts Bim peptide binding to human Bcl-XL; Q07817; bead flow cytometry, fluorescence; inhibition, % at 10 µM; actives 0.04% (n = 190,000)
Target sequence (Q07817 whole entry, looked up): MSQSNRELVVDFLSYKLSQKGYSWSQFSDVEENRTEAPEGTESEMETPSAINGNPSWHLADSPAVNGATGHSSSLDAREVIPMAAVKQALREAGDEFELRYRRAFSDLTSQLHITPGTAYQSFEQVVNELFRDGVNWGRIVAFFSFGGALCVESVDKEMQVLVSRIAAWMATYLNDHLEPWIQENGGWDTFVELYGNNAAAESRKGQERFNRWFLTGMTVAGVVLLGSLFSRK
Bcl-W Bim block – disrupts Bim peptide binding to human Bcl-W; Q92843; bead-based flow cytometry; inhibition, % at 10 µM; actives 0.02% (n = 190,000); AID 952;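 also: 0% = bound tracer without compound and 100% = peptide blocker; higher means less fluorescent Bim peptide bound to Bcl-W beads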
Target sequence (Q92843 whole entry, looked up): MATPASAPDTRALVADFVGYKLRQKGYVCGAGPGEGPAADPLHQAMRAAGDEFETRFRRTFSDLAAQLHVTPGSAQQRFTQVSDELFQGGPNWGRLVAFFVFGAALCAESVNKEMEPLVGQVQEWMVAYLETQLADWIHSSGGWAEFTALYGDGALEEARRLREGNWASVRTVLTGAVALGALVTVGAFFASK
Bim-Bfl-1 – human Bim-Bfl-1 interaction inhibition; Bead-based flow cytometry, Bim-Bfl-1 binding inhibition; inhibition, % at 10 µM; actives 0.12% (n = 190,000);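 also: 0% = wells without compound plus tracer and 100% = blocker peptide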
RGS8-Gao reg – human RGS8-Galphao interaction regulation; P09471; multiplexed bead flow cytometry, RGS8-Galphao binding; actives lie on both sides; response (percent of control binding), % at 10 µM; actives 0.34% (n = 220,000); AID 1423; in the data active = response below about 60% or above about 140%; inactive = in between;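 also: Galphao activated as the GDP aluminium fluoride complex binding bead-coupled RGS8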
Bcl-2 Bim block – human Bim-Bcl-2 interaction inhibition. P10415. Bead-based flow cytometry, Bim peptide-Bcl-2 binding. inhibition, % at 10 µM. actives 0.06% (n = 190,000); in the data active = inhibition above about 40%; inconclusive = no clear call, values can overlap the other calls;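 also: 0% = no compound wells with probe peptide and 100% = reference peptide inhibitor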
Target sequence (P10415 whole entry, looked up): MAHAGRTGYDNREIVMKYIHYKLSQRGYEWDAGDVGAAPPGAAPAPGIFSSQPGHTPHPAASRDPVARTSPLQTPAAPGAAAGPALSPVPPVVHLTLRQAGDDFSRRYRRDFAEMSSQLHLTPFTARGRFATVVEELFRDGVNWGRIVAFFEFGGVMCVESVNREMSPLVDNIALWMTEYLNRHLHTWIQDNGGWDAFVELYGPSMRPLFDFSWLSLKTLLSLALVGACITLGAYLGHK
Bim-Mcl-1 – inhibitors of Bim-Mcl-1 interaction, human; AID 1009; actives 0.1% (n = 190,000); Bead-based flow cytometry, Bim peptide-Mcl-1 binding; inhibition, % at 10 µM;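 also: 0% = no compound tracer wells and 100% = peptide blocker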
ABCB1 block – blocks JC-1 efflux by human ABCB1 transporter. actives 0.067% (n = 190,000). P08183. inhibition, % at 6.6 µM. CCRF-Adr cells, flow cytometry. AID 1326; in the data active = inhibition above about 40%;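 also: 0% = vehicle and 100% = reference inhibitor; higher value means more JC-1 retained so stronger ABCB1 efflux block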
* hit, by the source's call; ? = inconclusive; [ ] = another dose, or the depositor's remark. Rule as the data show it, unless noted: active = inhibition above about 40%.

1) COc1ccc(C2CC(c3ccccc3)=NN2c2ccc(N)cc2)cc1 (stereo not drawn)
2) COc1cccc(OCC(O)CN2CCC(C)CC2)c1 (stereo not drawn)
3) Cc1ccc(SCc2ccc(C(=O)NCc3cccnc3)cc2)cc1
4) COCCN(Cc1cc2cccc(C)c2[nH]c1=O)C(=O)c1ccccc1
5) Cc1cccc(N2CCN(C(=O)Cn3cccc3)CC2)c1C
6) Cc1nc2ccccc2n1CC(=O)N/N=C\c1ccccn1
7) COc1cc2c(cc1OC)C1Cc3ccc(OC)c(OC)c3CN1CC2 (stereo not drawn)
8) COc1ccc(-c2nnc3sc(C(C)N4C(=O)c5ccccc5C4=O)nn23)cc1 (stereo not drawn)
9) Cc1c(N2C(=O)/C(=C\C3CC=CCC3)SC2=S)c(=O)n(-c2ccccc2)n1C (stereo not drawn)
10) CCN(C1CCS(=O)(=O)C1)S(=O)(=O)c1cccc([N+](=O)[O-])c1 (stereo not drawn)
Compound,1,2,3,4,5,6,7,8,9,10
RGS7-Gao,102,100,94,99,107,99,99,94,108,97
Bim-Bfl-1,0,0,-3,-1,-13,-2,-3,-11,6,-16
Bcl-2 Bim block,-1,0,-3,0,-8,0,0,-8,3,-8
ABCB1 block,0.3,0.5,0.7,0.3,0.3,0.8,0.7,3.0,0.2,0.7
RGS4-Gao reg,110,106,97,99,109,100,101,91,95,100
Bim-Mcl-1,-4,-1,-7,0,-2,0,0,-1,-2,-2
Bcl-B Bim block,-9,-2,-7,-1,-6,-4,-4,-7,2,-9
ABCG2 block,3,1,6,1,2,2,5,3,0,1
RGS8-Gao reg,98,105,99,102,108,99,101,92,100,100
Bcl-W Bim block,-4,-2,-5,0,-5,-1,-3,0,-3,0
Bim-Bcl-XL,-4,-2,-6,0,-6,0,-8,-7,-3,-7

11) COc1cccc(C2OC(=O)c3ccccc3N2C(C)=O)c1OC(C)=O (stereo not drawn)
12) O=C(Oc1ccc(OC(=O)C2CCC2)cc1)C1CCC1
13) CCCn1c(=O)c(C(=O)N/N=C/c2ccccc2F)c(O)c2ccccc21
14) Nc1ncncc1-c1ccc([N+](=O)[O-])cc1
15) COc1cc(/C=C/c2ccc3cccc(OC)c3n2)c(OC(C)=O)c([N+](=O)[O-])c1
16) CCOC(=O)CCSc1nc(C)c2ccccc2n1
17) CC1(C)C2CCC1(C)C(NC(=O)CCN1CCCCC1)C2 (stereo not drawn)
18) O=C(CCNS(=O)(=O)c1ccc2c(c1)CCC(=O)N2)NCc1cccnc1
19) Cc1ccc(S(=O)(=O)NCCNC(=O)c2ccccc2)cc1
20) Cc1nn(C)c(C)c1/C=N/NC(=O)c1csc2ccccc12
Compound,11,12,13,14,15,16,17,18,19,20
RGS7-Gao,99,102,102,99,103,99,101,99,101,102
Bim-Bfl-1,0,2,-5,0,1,1,-11,-9,-3,-13
Bcl-2 Bim block,0,-2,1,-5,0,1,-10,-8,-2,-9
ABCB1 block,0.6,1.0,-1.1,0.1,1.3,0.7,0.8,1.5,0.6,0.8
RGS4-Gao reg,101,101,100,102,109,104,101,98,102,101
Bim-Mcl-1,-3,-2,0,0,1,0,-3,3,-1,-2
Bcl-B Bim block,0,-2,-6,-2,1,0,-11,-6,-1,-10
ABCG2 block,1,1,-3,1,5,6,1,3,9,7
RGS8-Gao reg,102,103,102,103,98,102,104,102,104,104
Bcl-W Bim block,-5,-1,4,-3,0,0,4,-1,0,-1
Bim-Bcl-XL,-4,0,0,0,0,-1,-3,-1,-2,4

21) CC(C)c1nc(SCC(=O)Nc2ccc(N(C)C)cc2)c2ccccc2n1
22) COc1cccc(NS(=O)(=O)c2ccc(S(=O)(=O)N3CCOCC3)cc2)c1
23) O=C(CSc1nc2c([nH]c3ccccc32)c(=O)n1-c1cccc(Cl)c1)N1CCOCC1
24) COc1ccc(S(=O)(=O)N2CCOCC2)cc1N=Nc1sc(N)nc1-c1ccccc1
25) CCc1ccc(OCc2nnc(NC(=O)c3cccs3)s2)cc1
26) Cc1noc(C)c1C(=O)N1CCN(S(=O)(=O)c2ccc(F)cc2)CC1
27) CC1Cc2cc(/C(O)=C3/C(=O)C(=O)N(CC4CCCO4)C3c3ccco3)ccc2O1 (stereo not drawn)
28) CSc1ccccc1NC(=O)CN(C)CC(=O)Nc1ccccc1N1CCOCC1
29) CCc1cc(C(=O)OC)c(NC(=O)CCC(=O)O)s1
30) O=C(COC(=O)CCSc1ccccc1)NCc1ccccc1Cl
Compound,21,22,23,24,25,26,27,28,29,30
RGS7-Gao,102,105,96,96,101,103,186*[activator],95,99,99
Bim-Bfl-1,0,-16,-6,4,-9,-6,-12,-4,0,-3
Bcl-2 Bim block,-2,-6,0,-5,-10,-4,-4,0,-5,-8
ABCB1 block,1.5,0.2,-1.9,0.6,0.2,-0.3,0.1,1.2,0.1,-0.2
RGS4-Gao reg,103,104,97,94,102,101,115,98,101,95
Bim-Mcl-1,-4,0,0,5,-1,-4,0,-2,-7,-4
Bcl-B Bim block,-8,-8,-1,2,-7,-3,-10,0,-16,-5
ABCG2 block,8,2,-2,10,3,0,0,14,2,-3
RGS8-Gao reg,103,104,101,97,101,103,101,99,96,100
Bcl-W Bim block,-2,-3,-1,7,-2,-5,0,2,-3,-5
Bim-Bcl-XL,-5,-6,0,-5,0,-1,3,-2,-5,-6

31) CCOc1ccccc1-n1c(SCC(=O)NCc2ccco2)nnc1-c1ccncc1
32) CCN1C(=O)/C(=C2\C=Cc3ccccc3N2CC)SC1=S
33) O=C1C2C3C=CC(C3)C2C(=O)N1c1n[nH]c(-c2ccccc2)n1 (stereo not drawn)
34) COc1ccc(-c2nc3ccc(C)cn3c2NCc2ccc3c(c2)OCO3)cc1
35) COc1ccc(C(=O)Nc2ccc3c(c2)OCO3)cc1OC
36) O=C(COC(=O)[C@@H]1CC(O)CN1S(=O)(=O)c1ccccc1[N+](=O)[O-])c1ccccc1 (stereo partly drawn)
37) COc1cc(/C=C/C(=O)OCC(=O)NC(=O)NC(C)C)ccc1OCC#N
38) Cn1c(=NC(=O)CN2C(=O)C3CC=CCC3C2=O)sc2ccccc21 (stereo not drawn)
39) Cc1cccc(OCCSc2cc(C)nc(N)n2)c1
40) O=C(O)c1n[nH]c2ccccc12
Compound,31,32,33,34,35,36,37,38,39,40
RGS7-Gao,99,98,101,103,108,?,99,99,101,99
Bim-Bfl-1,-14,-17,-2,-5,-21,-6,0,-1,-11,-12
Bcl-2 Bim block,-7,-8,-1,-1,-10,0,-1,0,-4,-6
ABCB1 block,-0.7,0.5,0.0,2.8,2.2,0.7,1.1,1.8,1.0,0.1
RGS4-Gao reg,100,101,98,99,106,102,99,99,95,104
Bim-Mcl-1,0,-2,-3,0,-7,-1,-2,2,-1,0
Bcl-B Bim block,-5,-8,-2,0,-14,-1,-2,1,-5,-3
ABCG2 block,6,21,0,19,55,8,7,20,9,1
RGS8-Gao reg,102,101,101,103,101,101,97,99,99,102
Bcl-W Bim block,1,-2,0,0,-5,-2,0,0,2,0
Bim-Bcl-XL,-7,-11,-3,0,-13,-1,0,0,-2,0

41) Cc1ccc(NC(=O)c2ccco2)c(NC(=O)C2CCCO2)c1 (stereo not drawn)
42) CCN1CCN(C(=O)c2ccccc2Nc2ccc(SC(F)F)cc2)CC1
43) CCn1cc(C(C)(C)C)c(C#N)c1NC(C)=O
44) O=C(CC(NS(=O)(=O)c1ccc(Cl)cc1)c1ccco1)NC1CCCC1 (stereo not drawn)
45) CCCOC(=O)/C(C(N)=NCc1ccccc1)=C(\O)OCCC
46) O=c1[nH]c2ccccc2nc1N1CCOCC1
47) Cc1ccc(C)c2[nH]c(=O)c(CN(CCN3CCOCC3)Cc3nnnn3CC3CCCO3)cc12 (stereo not drawn)
48) CC1(C(=O)NC2CCCC2)CCC(=O)N1Cc1ccccc1 (stereo not drawn)
49) CCC(C)(C)n1nnnc1C(c1ccc(C)cc1)N(Cc1ccco1)Cc1cccs1 (stereo not drawn)
50) Cc1ccc(-c2nnc(C)c(N3CC(C)OC(C)C3)n2)cc1 (stereo not drawn)
Compound,41,42,43,44,45,46,47,48,49,50
RGS7-Gao,105,102,100,103,96,101,95,101,95,96
Bim-Bfl-1,-4,0,-10,-10,-1,-1,0,-12,-13,-1
Bcl-2 Bim block,-1,-1,-13,-6,0,-3,-5,-7,-5,-4
ABCB1 block,0.4,0.2,-8.1,0.6,0.3,0.3,-0.1,0.0,0.0,0.1
RGS4-Gao reg,103,104,100,103,97,100,94,102,98,97
Bim-Mcl-1,0,0,-1,-2,0,-4,-1,0,-1,-2
Bcl-B Bim block,-4,-7,-11,-6,-3,-1,-2,-5,-12,-2
ABCG2 block,1,1,-7,4,3,1,0,-8,5,0
RGS8-Gao reg,103,101,102,100,101,100,96,100,98,101
Bcl-W Bim block,0,-2,-2,2,0,-3,-1,0,0,-3
Bim-Bcl-XL,0,-4,-5,0,-1,-1,0,0,-6,1

51) Cc1ccc(NS(=O)(=O)c2ccc(C(=O)OCC(=O)Nc3cc(C)on3)cc2)cc1
52) COc1cc(OC)cc(C(=O)NCC(=O)N2CCCCC2)c1
53) CN(C)C(=O)C1CCC(=O)N1Cc1cccs1 (stereo not drawn)
54) Cn1ncc([N+](=O)[O-])c1C(=O)Nc1nccs1
Compound,51,52,53,54
RGS7-Gao,100,93,106,102
Bim-Bfl-1,-1,-9,-4,-3
Bcl-2 Bim block,0,-7,-4,-3
ABCB1 block,-0.2,0.0,0.0,-0.2
RGS4-Gao reg,106,99,105,101
Bim-Mcl-1,1,0,1,-6
Bcl-B Bim block,2,-5,-2,-6
ABCG2 block,12,0,0,-4
RGS8-Gao reg,100,103,101,100
Bcl-W Bim block,2,0,-1,-4
Bim-Bcl-XL,3,-1,-1,-6

By substructure: the entries above containing an NH in an aromatic ring (6)
4) COCCN(Cc1cc2cccc(C)c2[nH]c1=O)C(=O)c1ccccc1
23) O=C(CSc1nc2c([nH]c3ccccc32)c(=O)n1-c1cccc(Cl)c1)N1CCOCC1
33) O=C1C2C3C=CC(C3)C2C(=O)N1c1n[nH]c(-c2ccccc2)n1 (stereo not drawn)
40) O=C(O)c1n[nH]c2ccccc12
46) O=c1[nH]c2ccccc2nc1N1CCOCC1
47) Cc1ccc(C)c2[nH]c(=O)c(CN(CCN3CCOCC3)Cc3nnnn3CC3CCCO3)cc12 (stereo not drawn)
Compound,4,23,33,40,46,47
RGS7-Gao,99,96,101,99,101,95
Bim-Bfl-1,-1,-6,-2,-12,-1,0
Bcl-2 Bim block,0,0,-1,-6,-3,-5
ABCB1 block,0.3,-1.9,0.0,0.1,0.3,-0.1
RGS4-Gao reg,99,97,98,104,100,94
Bim-Mcl-1,0,0,-3,0,-4,-1
Bcl-B Bim block,-1,-1,-2,-3,-1,-2
ABCG2 block,1,-2,0,1,1,0
RGS8-Gao reg,102,101,101,102,100,96
Bcl-W Bim block,0,-1,0,0,-3,-1
Bim-Bcl-XL,0,0,-3,0,-1,0
